OX1R antag-1 – OX1R (HCRTR1) antagonists, primary screen, fluorescence, CHO/OX1R cells, Fluo-8 calcium, orexin A. Orexin/Hypocretin receptor type 1 (Homo sapiens), O43613. Fluo-8 calcium fluorescence. inhibition, % at 5 µM. 330,000 compounds, 0.43% hits. AID 434989, 2010;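 active means inhibition above its plate's threshold, mean inhibition of all tested compounds on the plate plus 3 SD, cut at about 37% in these data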;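 further: 0% = orexin A challenge wells and 100% = SB-334867-A antagonist wells; not every result past the cut was called active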
Target sequence (O43613 whole entry, looked up): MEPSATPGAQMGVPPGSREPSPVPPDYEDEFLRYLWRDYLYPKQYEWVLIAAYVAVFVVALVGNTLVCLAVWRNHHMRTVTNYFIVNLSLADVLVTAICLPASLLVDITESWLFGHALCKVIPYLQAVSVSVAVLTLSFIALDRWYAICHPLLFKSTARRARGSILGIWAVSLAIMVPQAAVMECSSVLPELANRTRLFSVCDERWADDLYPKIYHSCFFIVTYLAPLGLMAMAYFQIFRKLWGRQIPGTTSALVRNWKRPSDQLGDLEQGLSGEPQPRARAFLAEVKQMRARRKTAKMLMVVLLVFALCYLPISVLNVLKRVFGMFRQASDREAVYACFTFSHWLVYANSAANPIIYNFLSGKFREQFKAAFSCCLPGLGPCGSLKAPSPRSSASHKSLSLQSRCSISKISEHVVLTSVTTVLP
OX1R antag-2 – antagonists of human orexin 1 receptor (OX1R). OX1R-expressing cells, FRET antagonist read-out. 330,000 compounds, 1.8% hits. inhibition, % at 6.6 µM. AID 485270, 2010. Orexin/Hypocretin receptor type 1 (Homo sapiens), O43613; in the data active means inhibition mostly above about 38%, no sharp cut-off; inactive means mostly below about 40%;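 further: 0% = agonist challenge alone and 100% = reference antagonist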
* = called active by the depositor.

OX1R antag-1	OX1R antag-2	Compound
-14.8	11.2	CCn1cc(C(=O)Nn2cnnc2)c(=O)c2ccc(C)nc21
-12.0	0.1	CN(CC(=O)Nc1cccc(F)c1)C(=O)c1ccncc1
-23.4	14.2	O=C(NCc1ccco1)c1ccc2c(=O)n(Cc3ccco3)c(SCC(=O)N3CCCC3)nc2c1
-0.8	20.0	CCOC(=O)N1CCN(S(=O)(=O)c2ccc(C(=O)Nc3nnc(C)o3)cc2)CC1
2.8	1.6	Clc1nc(-c2ccccc2)c2ccccc2n1
-15.3	14.4	Cc1sc2ncnc(N3CCC(C(=O)NNC(=O)c4ccc(F)cc4)CC3)c2c1C
-15.3	6.9	Cn1c(=O)[nH]c(=O)c2c1nc(CN1CCOCC1)n2CCCO
-24.3	5.5	CN(C)C(=O)CSc1ncnc2scc(-c3ccccc3)c12
-14.7	4.3	CCOC(=O)C1CCN(Cc2ccc(OC)c(C)c2OC)CC1
-37.9	21.7	CC(C)(C)c1ccccc1OCC(=O)NCc1ccccc1
-21.6	13.7	O=C(c1c(O)c2ccccc2oc1=O)C1CCCCC1
0.3	-0.5	Cn1ncc([N+](=O)[O-])c1C(=O)Nc1ccccc1C(=O)O
-18.4	8.9	CCOC(=O)c1c(NC(=O)CC(C)C)sc(C(C)=O)c1C
-21.5	9.8	c1cnc(SCCOc2ccc3c(c2)CCC3)nc1
-4.4	4.6	O=C(N/N=C/c1ccc(-c2cccc(C(F)(F)F)c2)o1)c1cccc(F)c1
-25.1	2.7	CC1CN(C(=O)Nc2ccc3c(c2)OCO3)CC(C)O1 (centres undefined)
-11.4	-1.9	Cc1nn(Cc2ccc(F)cc2)c(C)c1NC(=O)c1cnn2cccnc12
-23.0	8.8	CC(OC(=O)c1ccc(S(=O)(=O)N(C)C)cc1)C(=O)Nc1ccc(Cl)cn1 (centres undefined)
3.8	23.1	O=C(Nc1ccc(S(=O)(=O)N2CCCCC2)cc1)c1ccccc1F
4.3	21.5	Cc1n[nH]c(C)c1NC(=O)c1cc([N+](=O)[O-])ccc1Cl
-19.2	21.0	CSc1nc2ccc(NC(=O)C3CC(=O)N(Cc4ccco4)C3)cc2s1 (centres undefined)
-11.4	23.0	COc1ccc(S(=O)(=O)Nc2cccc(-c3ccc4nncn4n3)c2)c(OC)c1
-26.8	7.5	Cc1cccc(Nc2nc(NCc3ccco3)nc(N3CCOCC3)n2)c1
-10.8	66.5	O=c1/c(=C/c2ccccn2)sc2n1CN(c1ccccc1)CN=2
8.8	10.0	Cn1c(=O)c(C(=O)COc2ccc(C#N)cc2)c(N)n(Cc2ccccc2)c1=O
-6.3	8.7	O=C1C=C(NCc2ccccc2)C2(CCCCC2)O1
4.7	1.4	CC(C)c1ccc(/C=N/NC(=O)c2ccccn2)cc1
-49.5	7.9	CCCCn1cnc2sc(-c3ccccc3)cc2c1=O
57.0*	16.9	Cc1cccc(CS(=O)(=O)c2nnc([C@H](Cc3ccccc3)NC(=O)OC(C)(C)C)o2)c1
2.1	20.3	O=C(NCc1ccco1)c1ccc2c(=O)n(-c3ccccc3)c(=S)[nH]c2c1
-43.8	21.3	CCCCC1=CC2=C(c3ccco3)C(=O)C(C)(OC(=O)c3ccc(OC)cc3)C(=O)C2=CN1CCc1ccccn1 (centres undefined)
-2.0	10.1	COc1ccc(-c2noc(CCC(=O)N3CCN(c4ccccc4C(F)(F)F)CC3)n2)cc1
-32.2	14.8	Cc1cc(C(=O)OCC(=O)Nc2cc(Cl)ccc2C)c(C)o1
-8.7	20.3	Cc1ccc(C(=O)CCC2CCCC2=O)cc1 (centres undefined)
-22.1	26.0	CN=C1S/C(=C\c2ccc(OCC(=O)OC)c(OC)c2)C(=O)N1C
-15.3	-2.0	Cc1ccc(N(CC(=O)N2CCN(c3ccc(F)cc3)CC2)S(=O)(=O)c2c(C)nn(C)c2C)cc1
-12.2	20.8	O=C(CO/N=C/c1ccccc1OC(F)F)NC1CCCC1
-18.5	4.4	Cc1cc(C)nc(/N=C(\NC(=O)C(C)(C)C)Nc2ccc(F)cc2)n1
-4.7	0.6	Cc1ccc(C)c(CN2CCSCC2)c1
-7.5	1.3	COc1ccc(NS(=O)(=O)c2c(C)[nH]c(=O)[nH]c2=O)c(OC)c1
8.4	15.0	CCSc1ccccc1C(=O)Nc1ccc(S(=O)(=O)NC(C)=O)cc1
-5.6	83.7*	NC(=O)CC(NC(=O)Cc1cccc2ccccc12)c1ccc(NCCN2CCCC2)c([N+](=O)[O-])c1 (centres undefined)
-9.3	28.2	COc1ccc(COc2cc(-c3cccc(OC)c3)nc3ccc(NC(C)=O)cc23)cc1
-21.6	4.1	O=C1[C@H]2[C@@H](c3ccc(F)cc3)N3C(=O)N(c4cccc(Br)c4)C(=O)[C@@]3(Cc3ccccc3)[C@H]2C(=O)N1C1CCCCC1
-23.6	17.9	O=C(c1cnn2c1NC(c1ccc(Br)cc1)CC2C(F)(F)F)N1CCN(C23CC4CC(CC(C4)C2)C3)CC1 (centres undefined)
-5.4	-13.2	COc1ccc(CN2CCN(Cc3c[nH]c4ccccc34)CC2)cc1
-14.3	12.3	COc1ccc(S(=O)(=O)NCc2c(-c3ccccc3)noc2C)c(OC)c1
-16.7	12.6	O=C1CCCc2c1cc(-c1ccccc1)n2-c1ccc(O)cc1
-5.2	33.1	CCOC(=O)N/N=C(/C)c1cccc(-n2cnnn2)c1
-0.8	37.7	Cc1ccc(OCCSc2nc3ccccc3n2CC(=O)O)cc1

Additional records follow.
OX1R antag-1	OX1R antag-2	Compound
-3.8	11.8	O=C(/C=C/c1c(F)cccc1Cl)NCc1ccco1
-19.1	-1.4	O=C(OCCCN=C1NS(=O)(=O)c2ccccc21)c1ccccc1
-14.7	4.0	COc1ccc(CC(NC(C)=O)C(=O)NC2CCN(C(=O)NCc3ccccc3)CC2)cc1 (centres undefined)
-15.4	17.5	CCCC(=O)Nc1ccc(NC(=O)C2CC2)cn1
-23.7	23.4	COc1cccc(C(C(=O)NC(C)(C)C)N(C(=O)CCC(=O)Nc2cc(C)on2)C(C)C)c1OC (centres undefined)
5.7	2.8	O=C1Nc2ccccc2N(O)N1c1cc(-c2ccccc2)[nH]n1
-4.5	-0.2	COc1cc(OC)c2c(-c3cccc(-c4ccc(C(C)=O)cc4)c3)cc(=O)oc2c1
-10.9	4.2	CCCc1ccc(Oc2cc(N3CCOCC3)nc(-c3ccccc3)n2)cc1
-16.6	15.5	COc1ccc2c(c1)C(C)=CC(C)(C)N2C(=O)CSc1nnc(-c2ccc(C)cc2)o1
-22.5	18.8	O=C1c2ccccc2C(=O)N1CN(C(=O)c1ccccc1)c1ccc(O)cc1
-7.1	17.0	CCOC(=O)C(C)Oc1cccc2c(=O)n(CC(=O)NCc3ccc4c(c3)OCO4)ccc12 (centres undefined)
-27.6	6.2	CCC(=O)N1CCc2cc(Br)cc(S(=O)(=O)NCCN3CCCCC3C)c21 (centres undefined)
6.3	4.3	CC(=O)[C@@]1(O)CCC2C3CC[C@H]4C[C@@H](O)CC[C@]4(C)C3CC[C@@]21C (some centres undefined)
1.7	17.6	O=S(=O)(Nc1cccc(S(=O)(=O)N2CCCC2)c1)c1cccc(Br)c1
3.7	5.1	CC(C)N1CCC(N2CCN(Cc3ccc(C#CC(C)(C)O)s3)CC2CCO)CC1 (centres undefined)
-20.2	9.9	Cc1ccc(NC(=O)CCn2c(=O)[nH]c3ccsc3c2=O)cc1F
-0.2	4.9	Cc1nn(CC(=O)NC(C)c2ccccc2)c(C)c1[N+](=O)[O-] (centres undefined)
-15.1	-0.3	CC(C)[C@H](NC(=O)N1CC(=O)Nc2ccccc21)C(=O)N[C@@H](C(=O)O)c1ccccc1
-32.1	26.0	CC(C)(C)C(=O)Nc1ccccc1C(=O)OCC(=O)c1ccc2c(c1)OCCO2
-24.7	32.5	Cc1cc(C)cc(N(CC(=O)NCc2ccc3c(c2)OCO3)C(=O)CCC(=O)Nc2ccccn2)c1
-35.2	9.0	CC(C)(C)NC(=O)CN(C(=O)CCC(=O)Nc1nccs1)c1ccc(F)c(Cl)c1
-34.4	14.5	Cc1ccc(OCCCCN2CCc3ccccc3C2)cc1
-15.8	6.0	CC(/C=N/NC(=O)c1cc(-c2ccncc2)nc2ccccc12)=C\c1ccco1
-7.0	2.7	C[C@H](C[C@H](O)[C@H]1OC1(C)C)C1=C2C[C@H](O)C3[C@@]4(C)CCC(=O)C(C)(C)C4CC[C@]3(C)[C@@]2(C)CC1 (some centres undefined)
-27.7	12.9	Cc1ccc(-c2nnn(CC(=O)N3CCN(c4nc5ccccc5s4)CC3)n2)cc1
6.7	76.0*	Cc1noc(C)c1CSCC(=O)Nc1nc2ccc(Oc3ccccc3)cc2s1
-23.9	50.4	CN(C)CCCNC(=O)/C(=C\c1ccc(-c2cccc([N+](=O)[O-])c2)o1)NC(=O)c1ccccc1
-11.3	11.6	CCCC[n+]1ccn(-c2nc3ccccc3nc2[N-]S(=O)(=O)c2ccc(C)cc2)c1
-16.1	10.4	COc1ccc(S(=O)(=O)NNC(=O)Nc2ccc(C)cc2C)c(OC)c1
-25.3	10.0	CCOCCCNC(=O)C(NC(=O)c1ccccc1O)c1ccc(Cl)cc1 (centres undefined)
8.8	5.4	CC(=O)Nc1ccc(OCC(O)CN2CCCCC2C)cc1 (centres undefined)
-27.1	15.0	COc1cccc(NC(=O)CN2C(=O)NC(C)(CCC(C)C)C2=O)c1 (centres undefined)
-14.1	3.5	Cc1ccccc1C(=O)N1CCC(C(=O)OCc2ccccc2Cl)CC1
-38.4	23.9	CC1CC(C)CN(C(=O)c2nn(C)c3c2CSc2ccccc2-3)C1 (centres undefined)
-8.5	0.2	C=C(Br)CN1[C@@H](Cc2ccccc2)[C@H](O)[C@@]23C=C[C@@H](C[C@@H]2S1(=O)=O)O3
-37.8	9.5	Cn1c(=O)c2c(nc(NCc3ccc4c(c3)OCO4)n2Cc2ccccc2Cl)n(C)c1=O
-3.8	18.8	CC(c1c(O)c2ccccc2[nH]c1=O)C1(C)CCC(O)C(C)(C)O1 (centres undefined)
-4.8	29.1	CCCCOc1ccc(-c2csc(N)n2)cc1[N+](=O)[O-]
7.1	9.7	O=C(c1ccc(F)cc1F)C1CCN(c2ccc([N+](=O)[O-])cn2)CC1
-17.9	7.2	COc1ccc(CN(CC(=O)NCc2ccccc2)C(=O)CCC(=O)Nc2ccccn2)cc1
-17.9	10.5	Cc1cccc2c(=O)c(C(=O)N3CCCCCC3)c[nH]c12
-31.2	8.1	CCOC(=O)c1ccc(-c2ccc3oc(-c4ccsc4)cc(=O)c3c2)cc1F
-26.6	9.4	Cc1ccc(CNC(=O)C2CCC(CNc3nc(=S)[nH]c4ccccc34)CC2)cc1 (centres undefined)
3.8	4.2	COc1ccc(C2(C)NC(=O)N(CC(=O)N(c3ccccc3)C3CCS(=O)(=O)C3)C2=O)cc1 (centres undefined)
-12.4	-9.1	Cc1ccc(C23CC4CC(CC(C(=O)OCC(=O)N(C)C)(C4)C2)C3)cc1
-12.7	4.6	COC(=O)CSc1nc(C2CC2)cc(C(F)(F)F)c1C#N
-14.7	18.8	COc1ccc(NC(=O)CN(c2ccc(OC)cc2)S(=O)(=O)c2ccc(OC)c(OC)c2)cc1
-5.7	6.5	COC(=O)Nc1ccc(S(=O)(=O)Nc2cccc3ccccc23)cc1
-8.0	28.2	O=S(=O)(NCc1ccccn1)C(F)(F)F
-0.2	20.1	CN(C)C(=O)Oc1ccc[n+](C)c1

16 compounds already listed, sorted by molecular weight, low to high.
OX1R antag-1	OX1R antag-2	Compound
-0.2	20.1	CN(C)C(=O)Oc1ccc[n+](C)c1
-8.0	28.2	O=S(=O)(NCc1ccccn1)C(F)(F)F
-17.9	10.5	Cc1cccc2c(=O)c(C(=O)N3CCCCCC3)c[nH]c12
-4.8	29.1	CCCCOc1ccc(-c2csc(N)n2)cc1[N+](=O)[O-]
-3.8	18.8	CC(c1c(O)c2ccccc2[nH]c1=O)C1(C)CCC(O)C(C)(C)O1 (centres undefined)
7.1	9.7	O=C(c1ccc(F)cc1F)C1CCN(c2ccc([N+](=O)[O-])cn2)CC1
-5.7	6.5	COC(=O)Nc1ccc(S(=O)(=O)Nc2cccc3ccccc23)cc1
-14.1	3.5	Cc1ccccc1C(=O)N1CCC(C(=O)OCc2ccccc2Cl)CC1
-25.3	10.0	CCOCCCNC(=O)C(NC(=O)c1ccccc1O)c1ccc(Cl)cc1 (centres undefined)
-31.2	8.1	CCOC(=O)c1ccc(-c2ccc3oc(-c4ccsc4)cc(=O)c3c2)cc1F
-26.6	9.4	Cc1ccc(CNC(=O)C2CCC(CNc3nc(=S)[nH]c4ccccc34)CC2)cc1 (centres undefined)
-11.3	11.6	CCCC[n+]1ccn(-c2nc3ccccc3nc2[N-]S(=O)(=O)c2ccc(C)cc2)c1
6.7	76.0*	Cc1noc(C)c1CSCC(=O)Nc1nc2ccc(Oc3ccccc3)cc2s1
-37.8	9.5	Cn1c(=O)c2c(nc(NCc3ccc4c(c3)OCO4)n2Cc2ccccc2Cl)n(C)c1=O
3.8	4.2	COc1ccc(C2(C)NC(=O)N(CC(=O)N(c3ccccc3)C3CCS(=O)(=O)C3)C2=O)cc1 (centres undefined)
-14.7	18.8	COc1ccc(NC(=O)CN(c2ccc(OC)cc2)S(=O)(=O)c2ccc(OC)c(OC)c2)cc1

(next part)
OX1R antag-1	OX1R antag-2	Compound
-10.5	11.4	Cc1cccc(OCCSc2nc(N)cc(N)n2)c1
-43.1	12.9	CC(C)CC1Nc2ncnc(N3CCN(c4ccccc4)CC3)c2N(Cc2ccccc2)C1=O (centres undefined)
-26.5	27.0	CN1C(C(=O)NCc2ccc(OC(F)(F)F)cc2)CC2Cn3c(nc4cc5ccccc5cc43)C21 (centres undefined)
9.2	7.2	Cc1n[nH]c(=S)n(/N=C/c2ccccn2)c1=O
-16.0	9.4	COc1ccc(C)cc1NC(=S)NC12CN3CN(CN(C3)C1)C2
-31.7	32.3	CCN(CC)C(=O)c1c2c(nc3ccccc13)-c1ccccc1CC2
